# Vif-APOBEC3F blk: blocks the Vif interaction with APOBEC3F. 390,000 compounds, 0.2% hits. AID 602313. Potency, µM (series often up to 46.1 µM), for inactives: at the highest dose activity, negative = active. HeLa A3F-eYFP + Vif (tagged APOBEC3F with the HIV-1 protein that degrades it), YFP fluorescence increase; note: potency is the fitted concentration of half-maximal effect; % of control where 0% means no effect; nearly all actives have a fitted effect of over 65% in size
#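 HeLa cells stably expressing Vif plus C-terminally eYFP-tagged A3F were seeded, incubated overnight at 37 deg C, dosed with compound, incubated overnight again at 37 deg C. Yellow fluorescence (Ex 488/Em 500-530) reported blocked Vif-mediated A3F-eYFP degradation.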
# mIDH1 inhibitor: blocks human mutant IDH1 R132H enzyme | IDH1-R132H enzyme, NADPH consumption, diaphorase/resazurin fluorescence | Potency, µM (top dose mostly 76.6 µM), without a hit: at the highest dose activity change, negative = inhibition, usual class: inhibitors | 390,000 compounds, 0.093% hits; note: potency is the fitted concentration of half-maximal effect; % is set by controls: 0 for no effect and ±100 for the full control effect; nearly all actives have a fitted effect of over 65% in size
# Target sequence (O75874 whole entry R132H, stated change not applied): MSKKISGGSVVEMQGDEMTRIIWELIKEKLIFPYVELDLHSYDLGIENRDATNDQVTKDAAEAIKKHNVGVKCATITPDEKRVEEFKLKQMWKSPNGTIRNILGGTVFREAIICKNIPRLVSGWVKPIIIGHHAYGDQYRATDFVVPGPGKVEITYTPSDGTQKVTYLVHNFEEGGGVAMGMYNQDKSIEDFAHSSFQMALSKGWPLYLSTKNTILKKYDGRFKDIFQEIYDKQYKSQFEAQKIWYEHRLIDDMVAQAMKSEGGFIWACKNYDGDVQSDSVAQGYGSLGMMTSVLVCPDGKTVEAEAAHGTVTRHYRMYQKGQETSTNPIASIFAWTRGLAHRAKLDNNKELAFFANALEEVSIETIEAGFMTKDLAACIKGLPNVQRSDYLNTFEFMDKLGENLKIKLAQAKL
#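 IDH1-R132H (0.5 ug/mL) preincubated 30 min with compound, then NADPH (0.016 mM) and alpha-KG (2 mM) added; 80 min at RT, pH 7.5. Remaining NADPH coupled via diaphorase/resazurin to fluorescence (540/590 nm); concentration-response curves normalized to no-enzyme control.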
# TrxR1 substrate: rat thioredoxin reductase 1 substrate activity | Potency, µM (series often up to 114 µM), inactives show at the top dose activity change, negative = substrate turnover | O89049 | 390,000 compounds, 0.01% hits | AID 588456 | purified TrxR1 substrate turnover, NADPH consumption readout; note: potency is the fitted concentration of half-maximal effect; % is set by controls: 0 for no effect and ±100 for the full control effect; nearly all actives have a fitted effect of over 50% in size
#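 Rat TrxR1, dispensed at 90 nM, was prereduced with 400 uM NADPH (final) for 5 min at ~22 deg C, then incubated with compound 15 min before 400 uM selenite. A first-read NADPH fluorescence drop versus no-compound background flagged substrates.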
# USP1 inh: USP1/UAF1 (human) deubiquitinase inhibition; O94782; recombinant USP1/UAF1, Ub-Rhodamine cleavage fluorescence; Potency, µM (titrated, usually from 57.1 µM), without a hit: top-dose activity change, negative = inhibition, actives largely listed as inhibitors; 390,000 compounds, 0.23% hits; note: potency is the fitted concentration of half-maximal effect; % is set by controls: 0 for no effect and ±100 for the full control effect; nearly all actives have a fitted effect of over 60% in size; inactives centre near -12
#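 Step one: compound is pinned into 1nM USP1/UAF1 in HEPES pH 7.8 buffer with TCEP. Step two: 15 min room-temperature incubation. Step three: Ub-Rho (150nM final) starts cleavage, tracked by fluorescence over six one-minute reads.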
# Vif-APOBEC3G blk: inhibitors of Vif-APOBEC3G interaction; HeLa A3G-eYFP + Vif (tagged APOBEC3G with the HIV-1 protein that degrades it), YFP fluorescence, overnight; Q9HC16; 410,000 compounds, 0.076% hits; AID 602310; Potency, µM (highest dose often 46.1 µM), inactives show at the highest dose activity, negative = active, most hits filed as inhibitors;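 note: potency is the fitted concentration of half-maximal effect; % is set by controls: 0 for no effect and ±100 for the full control effect; nearly all actives have a fitted effect of over 60% in size; hits raise eYFP signal because A3G escapes Vif-driven loss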
# Target sequence (Q9HC16 whole entry, looked up): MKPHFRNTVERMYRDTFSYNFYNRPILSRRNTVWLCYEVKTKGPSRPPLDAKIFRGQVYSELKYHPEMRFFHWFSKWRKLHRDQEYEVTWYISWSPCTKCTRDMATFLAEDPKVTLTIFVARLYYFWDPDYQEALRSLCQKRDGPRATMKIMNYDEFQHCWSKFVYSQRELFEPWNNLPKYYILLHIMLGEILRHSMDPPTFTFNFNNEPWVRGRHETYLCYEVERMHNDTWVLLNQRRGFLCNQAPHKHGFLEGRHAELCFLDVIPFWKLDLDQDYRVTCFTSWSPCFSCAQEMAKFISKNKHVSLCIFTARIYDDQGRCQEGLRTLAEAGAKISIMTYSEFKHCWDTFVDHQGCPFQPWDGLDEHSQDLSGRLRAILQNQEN
#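 Read-out is eYFP fluorescence (Ex 488/Em 500-530) from Vif-expressing HeLa A3G-eYFP cells; more signal means A3G escaped Vif-mediated degradation. Cells plated overnight, compound pinned in, incubated overnight at 37 deg C.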
# GRP78 ERSR act: ER stress response induction in glioma; Potency, µM, inactives show at the highest dose activation, hits mostly activators; 420,000 compounds, 0.02% hits; U87-MG GRP78 promoter luciferase reporter, 16 h; note: potency is the fitted concentration of half-maximal effect; series mostly up to about 76 µM; % of control where 0% means no effect; nearly all actives have a fitted effect of over 35% in size
#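 Stably transfected U87-MG glioma cells carrying a GRP78-based luciferase sensor; 16 h compound incubation. Luminescence end-point read 10 min after Bright-Glo addition at room temperature.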
# RGS4 inhibitor: blocks human RGS4-accelerated GTP hydrolysis; Potency, µM (top dose mostly 114 µM), inactives show at the highest dose activity change, negative = inhibition, actives largely listed as inhibitors; Transcreener GDP fluorescence polarization, RGS4-accelerated GTP hydrolysis; 390,000 compounds, 0.039% hits; note: potency is the fitted concentration of half-maximal effect; % is set by controls: 0 for no effect and ±100 for the full control effect; nearly all actives have a fitted effect of over 75% in size; some results filed as inactive show a strong effect at the top dose
# Target sequence (P49798 whole entry, looked up): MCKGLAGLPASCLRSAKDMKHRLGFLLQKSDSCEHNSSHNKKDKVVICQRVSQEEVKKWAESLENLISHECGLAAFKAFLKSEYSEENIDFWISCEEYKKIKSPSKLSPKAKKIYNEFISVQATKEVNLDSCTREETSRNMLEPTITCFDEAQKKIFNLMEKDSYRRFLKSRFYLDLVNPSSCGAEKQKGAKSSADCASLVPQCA
#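 MLSMR compounds (23 nl, pin-transferred) preincubated 10 min at room temperature with a 500nM (2x) first reagent, then RGS4 at 900nM (2x) plus Transcreener GDP mix added; fluorescence polarization (620/688 nm) read before and after 90 min at 30 °C.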
# TrxR1 inh: rat TrxR1 inhibition | 390,000 compounds, 1% hits | O89049 | Potency, µM (series often up to 114 µM), without a hit: top-dose activity change, negative = inhibition, most hits filed as inhibitors | recombinant rTrxR1, NADPH fluorescence consumption, selenite substrate; note: potency is the fitted concentration of half-maximal effect; % is set by controls: 0 for no effect and ±100 for the full control effect; nearly all actives have a fitted effect of over 65% in size
#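 Rat TrxR1 (90 nM in the dispensed reagent) was pre-reduced with 400 uM NADPH for 5 min at room temperature, then incubated with compound for 15 min. After 400 uM selenite was added, NADPH fluorescence (Ex 340/Em 450 nm) was followed for 8 min.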
# LDHA block: LDHA (human) enzyme inhibition. purified LDHA, NADH/diaphorase-resazurin fluorescence; hits give low values. activity change, % (values are at about 110 or 230 µM). 480,000 compounds, 0.15% hits; in the data active = activity change below about -30%; inconclusive = mostly about -25% to -30%;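 note: plate controls were DMSO wells for no effect and wells without enzyme for full effect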
#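 Human LDH5 (2 nM) was incubated with 0.06 mM NADH and 0.2 mM pyruvate for 5 min at room temperature in Tris pH 7.4. Remaining NADH was coupled through diaphorase/resazurin, and resorufin fluorescence was read at 0 and 20 min.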
# * hit, by the source's call; ? = inconclusive; . = no result given; & = joins results of further samples; [ ] = another dose, or the depositor's remark. Unless noted, calls come from the whole dose curve; as a rule, active = well fitted curve in the direction sought with a large enough effect; inconclusive = small, poorly fitted or top-dose-only effect, or another doubt; inactive = no such curve, though single readings can be large; an effect the other way counts as inactive or inconclusive. This is a subset (hit frequency here may not be typical).
SMILES,Vif-APOBEC3F blk,mIDH1 inhibitor,TrxR1 substrate,USP1 inh,Vif-APOBEC3G blk,GRP78 ERSR act,RGS4 inhibitor,TrxR1 inh,LDHA block
COc1ccc(OCCSc2nc3ccccc3n2CC(=O)O)cc1,-6%,6%,10%[57.1 µM],-7%,0%,-4%,10%,21%[57.1 µM],-4
CCC(=O)N(Cc1ccco1)c1nc(C(=O)Nc2ccc(Cl)cc2)c(C)s1,-23%,-1%,-3%,-5%,0%,3%,?,?,-1
COc1ccc(OC)c(NC(=O)c2cc3cccc(OC)c3oc2=O)c1,-9%,-1%,1%,-33%,1%,0%,8%,17%,10
O=C(c1ccc(Cn2cc([N+](=O)[O-])cn2)o1)N1CCCCCC1,3%,-1%,2%,-15%,6%,-2%,15%,11%,-9
COc1ccc(CCC(=O)Nc2ccc(C(=O)c3ccncc3)cc2)cc1,0%,6%,-6%,-23%,-8%,-6%,-1%,-1%,-2
CCOc1ccc(-c2nnn(CC(=O)N3CCCC3)n2)cc1OCC,3%,2%,-3%[57.1 µM],-6%,-1%,-2%,14%,-1%[57.1 µM],-5
CCOC(=O)Cn1nc(-c2ccccc2)c(-c2ccccc2)nc1=O,-5%,-1%,6%,?,-6%,0%,-1%,14%,-6
O=C(CSc1nc2[nH]ncc2c(=O)n1-c1ccccc1)NCCc1ccccc1,1%,8%,6%,-22%,-3%,-1%,1%,17%,1
NC(=O)c1nc[nH]c1C(=O)Nc1cccc(C(F)(F)F)c1,-3%,-4%,13%[57.1 µM],-31%,-8%,7%,1%,27%[57.1 µM],0
O=C(NCc1ccco1)C1CCCN(S(=O)(=O)Cc2ccccc2)C1 (stereo not given),-1%,-3%,7%,-4%,3%,-1%,11%,9%,-4
COc1ccc(C(=O)N/N=C/c2cccc3cccnc23)cc1,-6%,10%,-13%,-14%,-10%,5%,2%,-12%,0
Cc1cc(C)nc(NS(=O)(=O)c2ccc(NC(=S)NC(=O)CC(C)C)cc2)n1,.,10%,-1%,-2%,1%,-1%,-53%,-8%,-3
Cc1cn2c(=O)cc(COC(=O)c3ccc(NC(=O)c4ccc(C(C)(C)C)cc4)cc3)nc2s1,-6%,-8%,-1%[57.1 µM],-22%,1%,-3%,10%,5%[57.1 µM],-5
O=C(CCn1c(=O)oc2ccccc21)NC1=NCCS1,1%,0%,15%,5%,1%,-3%,-7%,26%,-2
Clc1ccccc1CSc1nnc(C2CCNCC2)o1,8%,1%,-2%,5%,-4%,-4%,5%,2%,3
C=CCNC(=O)c1ccc2c(=O)n(CCCN3CCCC3=O)c(=S)[nH]c2c1,10%,-12%,6%[57.1 µM],-1%,1%,2%,1%,10%[57.1 µM],-9
Cc1cccc(C)c1OC(=O)CSc1nnc(-c2ccccc2)o1,2%,6%,2%,-19%,-1%,-4%,-42%,0%,1
COc1cc(CCC(=O)NCc2ccc(F)cc2)cc(OC)c1OC,15%,4%,14%[57.1 µM],-15%,0%,0%,-6%,9%[57.1 µM],-7
CC(=O)n1cc(C2C(=O)CCCC2=O)c2ccccc21,-8%,1%,7%[57.1 µM],-6%,0%,-5%,-20%,-8%[57.1 µM],8
Cc1ccc(S(=O)(=O)N2CCN(Cc3ccccc3)CC2)c(C)c1N(C)S(=O)(=O)c1ccccc1,-16%,1%,-6%,-23%,-3%,-4%,-15%,-4%,-7
Cc1oc(-c2ccccc2F)nc1CSCC(=O)NCc1ccccc1,-8%,0%,8%,-16%,2%,-1%,0%,11%,-2
CC(C)(C)C(=O)OCc1nc(-c2ccc(C(F)(F)F)cc2)cs1,12%,7%,5%[57.1 µM],-13%,-2%,4%,-40%,-2%[57.1 µM],-1
Cc1cccc(C(=O)Nc2nc(-c3ccc(Br)cc3)ns2)c1,0%,-12%,3%,8%,-4%,-1%,10%,16%,-3
Cc1ccc(C)c(S(=O)(=O)N2CCCCC2CCNC(=O)C(=O)NCc2ccco2)c1 (stereo not given),-18%,0%,-1%,-23%,-27%,-3%,2%,-2%,-4
COc1ccc(Br)cc1CN(C)C(=O)c1ccccc1OCc1c(C)noc1C,-7%,17%,5%,-12%,-1%,-2%,-21%,11%,-3
O=C(NC1CCCC1)C1CCC(=O)N1C1CCCC1 (stereo not given),-1%,2%,12%,-16%,2%,-3%,17%,27%,-3
COCc1cc(=O)[nH]c(/N=C(\N)Nc2c(F)cccc2F)n1,-13%,-6%,7%,-16%,2%,0%,9%,18%,-8
Cc1ccc(S(=O)(=O)c2cc3c(=O)n4cccc(C)c4nc3n(Cc3ccncc3)c2=N)cc1,2%,-11%,4%,-14%,-7%,1%,-12%,10%,-1
CCCn1c(N)c(Sc2ccc([N+](=O)[O-])cc2)c(=O)n(CCC)c1=O,3%,6%,-10%[57.1 µM],2%,2%,0%,14%,12%[57.1 µM],-3
CCOC(=O)N1CCN(CC(O)COc2c(C)cccc2C)CC1 (stereo not given),11%,3%,-3%,-9%,-3%,-6%,10%,-5%,5
CCc1cccc(C)c1NC(=O)Cn1cnc2c1c(=O)n(C)c(=O)n2C,1%,36%[activator],2%,-8%,6%,-4%,7%,-11%,17&-13
COc1ccc(C(=O)N2c3ccccc3C(=O)OC2c2ccc3c(c2)OCO3)cc1 (stereo not given),3%,14%,2%[57.1 µM],-6%,-6%,-3%,3%[11.4 µM],17%[57.1 µM],-7
COc1cc(C(=O)NNC(=O)CCOc2cccc(Br)c2)cc(OC)c1OC,0%,-2%,-5%,-28%,-4%,-4%,-12%,-1%,1
CCC(=O)Nc1ccc(N2CCC(C)CC2)cc1,-1%,3%,-4%,-10%,2%,5%,-15%,3%,1
O=C(Cc1ccccc1F)NC1CCCc2ccccc21 (stereo not given),11%,7%,-4%,-21%,-1%,5%,-14%,3%,-4
FC(F)(F)c1cccc(Cc2noc(CN3CCSCC3)n2)c1,0%,-6%,3%,-15%,-12%,1%,-41%,8%,0
CC(C)OCCCn1c(=O)c2ccccc2n2c(-c3ccccc3F)nnc12,-1%,-2%,2%,1%,-11%,-2%,18%,19%,-14
O=C(CSC1=Nc2ccccc2N=C(c2ccc(F)cc2)C1)NCc1ccc(Cl)cc1,-13%,11%,-2%[57.1 µM],-27%,-10%,-2%,-19%,18%[57.1 µM],-2
CCN1C(=O)c2ccccc2Sc2ccc(NC(=O)c3ccc(C#N)cc3)cc21,-6%,11%,-10%[57.1 µM],-23%,5%,0%,-1%,1%[57.1 µM],2

# Among those listed so far, these have fluorine:
SMILES,Vif-APOBEC3F blk,mIDH1 inhibitor,TrxR1 substrate,USP1 inh,Vif-APOBEC3G blk,GRP78 ERSR act,RGS4 inhibitor,TrxR1 inh,LDHA block
NC(=O)c1nc[nH]c1C(=O)Nc1cccc(C(F)(F)F)c1,-3%,-4%,13%[57.1 µM],-31%,-8%,7%,1%,27%[57.1 µM],0
COc1cc(CCC(=O)NCc2ccc(F)cc2)cc(OC)c1OC,15%,4%,14%[57.1 µM],-15%,0%,0%,-6%,9%[57.1 µM],-7
Cc1oc(-c2ccccc2F)nc1CSCC(=O)NCc1ccccc1,-8%,0%,8%,-16%,2%,-1%,0%,11%,-2
CC(C)(C)C(=O)OCc1nc(-c2ccc(C(F)(F)F)cc2)cs1,12%,7%,5%[57.1 µM],-13%,-2%,4%,-40%,-2%[57.1 µM],-1
COCc1cc(=O)[nH]c(/N=C(\N)Nc2c(F)cccc2F)n1,-13%,-6%,7%,-16%,2%,0%,9%,18%,-8
O=C(Cc1ccccc1F)NC1CCCc2ccccc21 (stereo not given),11%,7%,-4%,-21%,-1%,5%,-14%,3%,-4
FC(F)(F)c1cccc(Cc2noc(CN3CCSCC3)n2)c1,0%,-6%,3%,-15%,-12%,1%,-41%,8%,0
CC(C)OCCCn1c(=O)c2ccccc2n2c(-c3ccccc3F)nnc12,-1%,-2%,2%,1%,-11%,-2%,18%,19%,-14
O=C(CSC1=Nc2ccccc2N=C(c2ccc(F)cc2)C1)NCc1ccc(Cl)cc1,-13%,11%,-2%[57.1 µM],-27%,-10%,-2%,-19%,18%[57.1 µM],-2

# Bioassay records from PubChem BioAssay.
